# TCR activator: T cell receptor activation | AID 504894 | Potency, µM (highest dose often 9.22 µM), for inactives: at the highest dose activation of IL-2 secretion, most hits filed as activators | 330,000 tested, under 10 active | primary human leukocytes, anti-CD3, IL-2 HTRF, 48 h; also: % of control where 0% means no effect
#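 Using a-CD3 beads without co-stimulation, primary human leukocytes were exposed to compounds for 48 hr. An HTRF IL-2 kit measured the cytokine, with europium-to-d2 energy transfer producing emission at 665nm upon 320nm excitation.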
# FBPA coupling cs: coupling enzyme interference in Giardia aldolase counter-screen; coupling enzyme system counterscreen, AmpLite Red fluorescence; activity change, negative = inhibition, % at 58.2 µM, hits read low; 290,000 tested, 0.67% active; AID 2472; in the data active = activity change below about -30%; also: % is scaled to controls: 0 for no effect and ±100 for the full control effect
#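 Counterscreen of the coupled detection system alone, without aldolase: glyceraldehyde-3-phosphate coupling enzymes plus AmpLite Red readout. Compounds at 57.5 uM final, 10 min RT preincubation, 20 min RT reaction, fluorescence 525/598 nm.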
# CXXC DNA block: blocks binding of human MLL CXXC domain to DNA | Q03164 | MLL-CXXC / FITC-HOXA9 DNA fluorescence polarization | Potency, µM (highest dose often 115 µM), without a hit: at the top dose activity change, negative = inhibition, most hits filed as inhibitors | 290,000 tested, 0.037% active; active = well fitted inhibition curve with a large enough effect in the polarisation, with a control signal flat, not every such curve was filed as active; inconclusive = small, poorly fitted or top-dose-only effect, or effect the other way, or a change in a side signal; inactive = no such curve, though single readings can be large or run the other way; the % refers to the polarisation; also: potency is read from the fitted curve at half-maximal effect
#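 Fluorescence polarization: 7 uM MLL-CXXC (stock) preincubated 5 min with compounds, then 50 nM fluorescein-HOX-A9 DNA (stock) added; 30 min ambient. Buffer 50 mM Tris-HCl pH 7.5, 50 mM NaCl, 1 mM DTT, 0.05% BSA.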
# KCNH2 WT inh: blocks the wildtype human KCNH2 potassium channel | Q12809 | 340,000 tested, 0.37% active | AID 720551 | U2OS, BacMam KCNH2, thallium flux FluxOr; hits give low values | activity change, % at 1.84 µM;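 active = maximum activity change below -70%; inconclusive = maximum activity change between -70% and -50%; inactive = maximum activity change above -50%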; also: % is scaled to controls: 0 for no effect and ±100 for the full control effect
#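 U2OS cells transduced with wild-type KCNH2 virus are loaded with FluxOr dye for 45 min, and thallium flux is measured in kinetic reads before and after stimulation buffer. Rate constants are normalized to DMSO controls.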
# AT treatment: potential ataxia-telangiectasia treatments restoring KAP-1 phosphorylation. […] A-T fibroblasts, KAP-1 phosphorylation AlphaLISA; neocarzinostatin DNA damage 30 min before lysis. AID 485349. Potency, µM (highest dose often 57.5 µM), inactives show top-dose activation, hits mostly activators. 320,000 tested, 0.19% active; also: potency is read from the fitted curve at half-maximal effect; % of control where 0% means no effect; nearly all actives have a fitted effect of over 45% in size
#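 hTERT-immortalized A-T patient fibroblasts ([…]), 500 cells/well in OPTI-MEM, 1% FBS, got compounds for 60 min, then NCS for 30 min at 37C. Lysates were then assayed for phospho-KAP-1 by AlphaLISA (anti-pKAP1 donor, anti-KAP1 acceptor beads), 6 hr at 25C.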
# Chronic BCR inh: chronic active BCR signaling inhibition; ABC-DLBCL IkBa-CBG/CBR reporter, luminescence ratio, 4 h; Potency, µM (titrated, usually from 46.1 µM), without a hit: at the highest dose ratio change, negative = lower green/red ratio, usual class: inhibitors; 340,000 tested, 0.05% active; active = well fitted inhibition curve with a large enough effect in the signal ratio, with a control signal flat, not every such curve was filed as active; inconclusive = small, poorly fitted or top-dose-only effect, or effect the other way, or a change in a side signal; the % refers to the signal ratio;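 also: potency is read from the fitted curve at half-maximal effect; plate controls were basal doxycycline-induced cells for no effect and cells given 10 µM MG132 for full effect; MG132 reads +100%, hits lower the ratio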
#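 Doxycycline induced both beetle luciferases in TMD8 lymphoma cells; IKK-driven degradation limits the IkappaBalpha-fused green signal, while red luminescence normalises for cell number and nonspecific effects. Compounds tested up to 46 uM, 4 hrs.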
# Tb PFK block: inhibitors of T. brucei phosphofructokinase. 330,000 tested, 0.17% active. O15648. Potency, µM (doses to about 57.5 µM), for the others: top-dose activity, negative = inhibition, hits mostly inhibitors. T. brucei PFK, ADP-Glo luminescence;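 also: potency is read from the fitted curve at half-maximal effect; 0% = uninhibited 1x PFK enzyme wells and -100% = no-enzyme wells; nearly all actives have a fitted effect of over 60% in size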
# Target sequence (O15648 whole entry, looked up): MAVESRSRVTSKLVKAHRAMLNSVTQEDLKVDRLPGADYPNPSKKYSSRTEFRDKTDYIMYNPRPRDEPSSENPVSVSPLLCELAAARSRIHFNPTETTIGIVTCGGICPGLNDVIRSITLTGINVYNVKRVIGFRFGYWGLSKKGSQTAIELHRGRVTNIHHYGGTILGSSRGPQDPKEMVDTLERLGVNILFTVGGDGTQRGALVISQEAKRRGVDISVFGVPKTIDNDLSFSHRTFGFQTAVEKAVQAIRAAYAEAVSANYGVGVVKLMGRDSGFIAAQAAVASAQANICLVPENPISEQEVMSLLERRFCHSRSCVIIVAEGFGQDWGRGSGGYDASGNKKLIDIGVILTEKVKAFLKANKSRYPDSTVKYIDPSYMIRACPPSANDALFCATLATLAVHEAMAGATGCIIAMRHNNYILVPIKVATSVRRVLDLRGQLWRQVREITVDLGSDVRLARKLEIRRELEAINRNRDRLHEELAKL
#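 1.25 nM PFK with 0.5 mM F6P and 0.1 mM ATP in 0.1 M TEA pH 8.0, 5 mM MgCl2, incubated 45 min at room temperature; ADP measured by ADP-Glo luminescence; compounds titrated up to 57 uM.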
# GALK inhibitor: galactokinase (human) inhibition | P51570 | Purified GALK, Kinase-Glo residual ATP luminescence | Potency, µM (top dose mostly 57.5 µM), for inactives: top-dose activity change, negative = inhibition, most hits filed as inhibitors | 270,000 tested, 0.007% active | AID 1868; also: potency is read from the fitted curve at half-maximal effect; % is scaled to controls: 0 for no effect and ±100 for the full control effect
# Target sequence (P51570 whole entry, looked up): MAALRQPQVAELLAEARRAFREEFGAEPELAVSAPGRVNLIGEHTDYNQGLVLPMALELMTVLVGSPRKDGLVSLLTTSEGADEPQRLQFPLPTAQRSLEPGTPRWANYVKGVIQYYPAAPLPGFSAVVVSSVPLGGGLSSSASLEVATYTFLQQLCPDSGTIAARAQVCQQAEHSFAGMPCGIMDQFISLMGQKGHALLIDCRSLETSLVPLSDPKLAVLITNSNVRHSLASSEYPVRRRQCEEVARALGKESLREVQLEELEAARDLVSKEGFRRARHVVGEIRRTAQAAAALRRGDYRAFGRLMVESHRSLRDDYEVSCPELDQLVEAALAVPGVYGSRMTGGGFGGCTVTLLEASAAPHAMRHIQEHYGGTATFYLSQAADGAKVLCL
#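 Luminescence from leftover ATP (Ultra-Glo luciferase/luciferin) served as read-out after a 1 h room-temperature reaction of 5 nM GALK with 35 uM ATP and 100 uM galactose.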
# Giardia killer: kills Giardia lamblia. Giardia lamblia trophozoite viability. activity change, % at 7.66 µM, hits read low. 340,000 tested, 0.15% active. AID 540267; in the data active = activity change below about -80%; inconclusive = between about -30% and that limit;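 also: parasites exposed to compound for two days anaerobically before the ATP read; % is scaled to controls: 0 for no effect and ±100 for the full control effect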
#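 Giardia trophozoites, 100 cells per well, were exposed to compounds for 48 hrs at 37 deg C under anaerobic conditions; viability was then read as ATP content by bioluminescence after 15-30 min at room temperature.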
# TSHR antag: blocks TSH signaling through the human TSH receptor; P16473; TSHR-expressing cells, TSH-stimulated cAMP HTRF, 2 h; hits give low values; activity change, negative = inhibition, % at 11.5 µM; 330,000 tested, 0.2% active; AID 504810;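 active = activity change below a set negative limit, meaning inhibition stronger than a set level, cut at about -70% in these data; inconclusive = activity change between two set negative limits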; also: % is scaled to controls: 0 for no effect and ±100 for the full control effect
#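 Antagonism was scored as loss of TSH-driven cAMP in TSHR cells, stimulated with 4nM TSH (EC80) for 2 hours at 37 deg C and detected by homogeneous HTRF competition immunoassay.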
# Starred values were filed as active, the others as inactive; ? = inconclusive; / = no result given; [ ] = remark or other dose. Unless noted, calls follow the shape of the dose curve; as a rule, active = well fitted curve in the direction sought with a large enough effect; inconclusive = small, poorly fitted or top-dose-only effect, or another doubt; inactive = no such curve, though single readings can be large; an effect the other way counts as inactive or inconclusive. No enrichment for hits; 1.6% or so of the library scored in one or more.
canonical_smiles	GALK inhibitor	AT treatment	CXXC DNA block	TSHR antag	Tb PFK block	Giardia killer	FBPA coupling cs	KCNH2 WT inh	TCR activator	Chronic BCR inh
O=C(CN1CCCCCC1=O)N1CCN(S(=O)(=O)c2cccs2)CC1	1%	-3%	1%	-7	1%	27	0	/	-8%	6%
O=Nc1c(-c2ccccc2)[nH]n(-c2ccccc2)c1=O	1%	-16%	-29%	-14	0%	7	2	8	-2%	?
Clc1ccc(-c2csc(N/N=C\c3cccnc3)n2)cc1	/	-8%	-3%	-8	-6%	-2	2	-1	9%[46.1 µM]	-1%
Cc1onc(-c2ccccc2)c1C(=O)NC1CC1	/	3%	/	1	-2%	-8	/	3	2%	-15%
O=C(O)C1C2C=CC(O2)C1C(=O)Nc1ccc(S(=O)(=O)Nc2ccccc2)cc1 (stereo not drawn)	0%	11%	0%	-3	-29%	-15	12	-13	4%	3%
Cn1c(-[n+]2c(-c3ccccc3)cc(-c3ccccc3)cc2-c2ccccc2)nc2cc([N+](=O)[O-])ccc21	1%	-2%	16%	74	5%	6	0	1	-4%[46.1 µM]	27%
CCN1CCN(c2ncnc3c2cnn3-c2ccc(C)cc2C)CC1	1%	0%	13%	-4	0%	-12	3	7	-6%	0%
CCc1ccc2c(CC(=O)NNC(=O)c3ccncc3)coc2c1	/	-3%	/	4	-2%	6	/	-3	-8%	3%
CCCCCCc1cc2cc(C(N)=O)c(=N)oc2cc1O	2%	/	?	-28	1%	/	8	/	/	?
Cc1onc(-c2ccccc2)c1CNS(=O)(=O)c1cccc(Cl)c1	-2%	1%	18%	14	2%	-2	0	-1	-3%	-10%
Cc1cc(C)c(NC(=O)c2cccc3c2C(=O)N(C2CCCCC2)C3)c(C)c1	2%	5%	5%	1	-1%	-2	/	-6	-5%	?
COc1cc2[nH]c(=O)n(CCCCCC(=O)NCCc3c[nH]c4ccccc34)c(=O)c2cc1OC	0%	-1%	4%	-6	-4%	-1	2	5	-1%	?
CC(C)(C)c1ccc(C(=O)NC(=S)NCc2ccco2)cc1	4%	4%	3%	-19	1%	3	/	-8	7%	1%
Cn1c(=O)c2c(nc(N/N=C/c3ccncc3)n2Cc2ccccc2)n(C)c1=O	-2%	0%	3%	-14	1%	16	-2	5	0%	?
CCOC(=O)NNc1cc(C(F)(F)F)ccn1	0%	7%	8%	8	-7%	-10	2	0	5%	9%

# An excerpt of these results, with values under each structure.
# Screens in order: GALK inhibitor | AT treatment | CXXC DNA block | TSHR antag | Tb PFK block | Giardia killer | FBPA coupling cs | KCNH2 WT inh | TCR activator | Chronic BCR inh
CCc1ccc2c(CC(=O)NNC(=O)c3ccncc3)coc2c1
    / | -3% | / | 4 | -2% | 6 | / | -3 | -8% | 3%
CCCCCCc1cc2cc(C(N)=O)c(=N)oc2cc1O
    2% | / | ? | -28 | 1% | / | 8 | / | / | ?
Cc1onc(-c2ccccc2)c1CNS(=O)(=O)c1cccc(Cl)c1
    -2% | 1% | 18% | 14 | 2% | -2 | 0 | -1 | -3% | -10%
Cc1cc(C)c(NC(=O)c2cccc3c2C(=O)N(C2CCCCC2)C3)c(C)c1
    2% | 5% | 5% | 1 | -1% | -2 | / | -6 | -5% | ?
COc1cc2[nH]c(=O)n(CCCCCC(=O)NCCc3c[nH]c4ccccc34)c(=O)c2cc1OC
    0% | -1% | 4% | -6 | -4% | -1 | 2 | 5 | -1% | ?
CC(C)(C)c1ccc(C(=O)NC(=S)NCc2ccco2)cc1
    4% | 4% | 3% | -19 | 1% | 3 | / | -8 | 7% | 1%
Cn1c(=O)c2c(nc(N/N=C/c3ccncc3)n2Cc2ccccc2)n(C)c1=O
    -2% | 0% | 3% | -14 | 1% | 16 | -2 | 5 | 0% | ?
CCOC(=O)NNc1cc(C(F)(F)F)ccn1
    0% | 7% | 8% | 8 | -7% | -10 | 2 | 0 | 5% | 9%

# (next part)
canonical_smiles	GALK inhibitor	AT treatment	CXXC DNA block	TSHR antag	Tb PFK block	Giardia killer	FBPA coupling cs	KCNH2 WT inh	TCR activator	Chronic BCR inh
NC(=O)CN1CCN(S(=O)(=O)c2ccc(Br)cc2)CC1	1%	3%	15%	0	1%	-12	1	-11	7%	-2%
CSCC[C@H](N)C(=O)NC[C@H]1O[C@@H](n2cnc3c(N)ncnc32)[C@H](O)[C@@H]1O	/	5%	/	-3	4%	20	/	-7	-5%[46.1 µM]	?
O=C(O)CCCCCNc1nc2ncn(Cc3ccccc3)c2c(=O)[nH]1	0%	3%	-8%	13	-13%	0	2	-14	3%	3%
COc1ccc(-c2c(NC(=O)c3ccco3)n(C)c3ccccc3c2=O)cc1	-1%	-1%	2%	16	3%	-8	2	-19	-1%	2%
Cc1cccc(S(=O)(=O)NCCc2ccccc2)c1	0%	-2%	0%	-5	-3%	23	0	-16	-3%	1%
Cc1ccc(CCN2CC(C(=O)NCCCOC(C)C)CC2=O)cc1 (stereo not drawn)	2%	/	2%	7	0%	-15	6	-15	-4%	0%
Cc1nnsc1C(=O)N1CCCC(N2CCN(c3ccc(F)cc3)CC2)C1 (stereo not drawn)	6%	10%	9%	10	-2%	-4	/	-1	-7%	-6%
N#Cc1cnc(Nc2ccc(F)cc2)nc1N	3%	-6%	10%	0	-4%	8	-1	-3	-4%	5%
COc1ccc(CC(=O)NNC(=O)c2ccncc2)cc1	1%	0%	6%	2	1%	3	2	-3	/	-9%
CCOC(=O)C1CCN(S(=O)(=O)c2cc(F)ccc2OC)CC1	9%	0%	22%	1	2%	6	4	4	-9%	-3%
CCOc1ccc(NC(=O)CSc2nc3ccccc3c(=O)n2CCCC(=O)N2CCCC2)cc1	3%	-2%	-5%	8	-2%	5	1	3	-6%	0%
O=C(CCn1ccc2cc(S(=O)(=O)N3CCCC3)ccc21)NCc1cccc(F)c1	6%	0%	5%	-5	-1%	6	3	2	-4%	3%
C=CCNC(=S)N/N=C/c1ccc(-c2ccc(OC)cc2)o1	2%	7%	-1%	-17	-1%	37[activator]	0	-9	3%	?
CC(c1ccccc1)n1c(NCCCn2ccnc2)nc2c1c(=O)[nH]c(=O)n2C (stereo not drawn)	5%	0%	4%	3	?	/	6	/	/	0%
Cc1cc(C(=O)COC(=O)CNS(=O)(=O)c2ccc3ccccc3c2)c(C)n1-c1ccccc1	-2%	-6%	5%	4	0%	8	2	4	-8%[46.1 µM]	?

# The results go on:
canonical_smiles	GALK inhibitor	AT treatment	CXXC DNA block	TSHR antag	Tb PFK block	Giardia killer	FBPA coupling cs	KCNH2 WT inh	TCR activator	Chronic BCR inh
O=[N+]([O-])c1ccc(Sc2nccn2Cc2ccccc2)c([N+](=O)[O-])c1	-1%	-2%	7%	22	-5%	11	-6	6	0%	?
CCC(C)(C)n1nnnc1C(C(C)C)N(CCCO)Cc1cc2cc(C)ccc2[nH]c1=O (stereo not drawn)	0%	-2%	0%	-10	6%	8	1	2	6%	5%
CSc1ccc(/C=N/Nc2cccc(C(=O)O)c2)cc1	-1%	-7%	-2%	-2	-13%	-1	4	-7	-2%	?
Cc1cc(C)n(Cc2ccc(C(=O)NN)o2)n1	-1%	7%	-8%	-9	-1%	1	3	-7	5%	?
NC(=O)Nc1ccc(C(=O)OCC(=O)NC2CCCc3ccccc32)cc1 (stereo not drawn)	/	11%	/	2	0%	-2	/	-13	1%	?
Cc1ccc(S(=O)(=O)NNC(=O)Nc2cccc3ccccc23)cc1	0%	-6%	3%	27	1%	16	3	-2	0%[46.1 µM]	-1%
Cc1ccccc1NC(=O)CCCCC(=O)Nc1ccccc1C	3%	-5%	3%	-2	-2%	10	3	-10	/	?
CCOC(=O)C(=O)N(Nc1ccc(C)cc1)c1ccc(C)cc1	-1%	2%	-7%	18	5%	1	1	-7	0%	?
COC(=O)c1cc(NC(=O)CN2C(=O)CSC2=O)ccc1Cl	6%	3%	8%	-4	3%	12	1	1	0%	-2%
CCOc1cc(/C=N/NC(=O)c2cccnc2)ccc1OCC(N)=O	-2%	-2%	-3%	8	-2%	9	-1	-14	11%	1%
CN1CCC(=NNC(=O)C(=O)Nc2ccccc2)CC1	0%	-7%	-2%	6	-1%	-4	1	20	0%	?
COc1ccc(Br)cc1CN1CCN(C(=O)c2cccc(OC)c2OC)CC1	-1%	0%	-2%	-3	-6%	4	0	8	1%	-14%
Cc1cc(Br)cc(C)c1OCCCCN(C)C	4%	-6%	4%	25	-18%	-9	2	48	-25%	12%
Cc1ccc(S(=O)(=O)n2c(=O)oc3ccccc32)cc1	6%	2%	12%	-4	-4%	-12	-1	6	3%	-1%

# High-throughput results as filed in PubChem.
